FEN1 inh – qHTS Assay for the Inhibitors of Human Flap endonuclease 1 (FEN1) | Recombinant FEN1 flap cleavage, fluorescence, 15 min | hit rate 0.35% among 390,000 | P39748 | Potency, µM (titrated, usually from 114 µM), without a hit: at the highest dose activity change, negative = inhibition, most hits filed as inhibitors; note: nearly all actives have a fitted effect of over 65% in size
Target sequence (P39748 whole entry, looked up): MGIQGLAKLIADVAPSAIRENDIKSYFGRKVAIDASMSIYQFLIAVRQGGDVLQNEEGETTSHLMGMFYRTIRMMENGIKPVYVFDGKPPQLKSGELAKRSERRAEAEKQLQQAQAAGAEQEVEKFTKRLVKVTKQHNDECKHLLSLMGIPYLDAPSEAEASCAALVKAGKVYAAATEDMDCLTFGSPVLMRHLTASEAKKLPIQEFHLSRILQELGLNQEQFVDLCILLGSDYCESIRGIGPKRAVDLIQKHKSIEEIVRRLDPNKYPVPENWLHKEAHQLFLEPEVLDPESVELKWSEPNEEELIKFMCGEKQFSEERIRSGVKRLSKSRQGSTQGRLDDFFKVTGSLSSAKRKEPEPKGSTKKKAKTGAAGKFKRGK
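Enzyme 10 nM, 15 min RT preincubation with compound; start with substrate 50 nM final; reads at 0 and 15 min; qHTS titration, four-parameter Hill fit.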
KAT2A inh – qHTS Assay for Inhibitors of GCN5L2 | Histone acetyltransferase KAT2A (Homo sapiens), Q92830 | GCN5L2 HAT assay, ThioGlo1 CoA-SH fluorescence | Potency, µM (series often up to 58.9 µM), for inactives: top-dose activity change, negative = inhibition, most hits filed as inhibitors | hit rate 0.21% among 390,000 | AID 504327, 2011
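Preincubate 20nM GCN5L2 with compound 15 min, RT → add 50uM ThioGlo1 + 75uM H3(1-25) + 70uM acetyl-CoA → read fluorescence 0 and 20 min. Primary qHTS; fluorescent artifacts likely.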
DT40 TDP1 CPT – qHTS for Inhibitors of human tyrosyl-DNA phosphodiesterase 1 (TDP1): qHTS in cells in presence of CPT | AID 686979, 2013 | chicken DT40 Tdp1-/-;hTDP1 cells + 20 nM CPT, ATP luminescence, 48 h | hit rate 12% among 420,000 | Potency, µM (doses to about 46.2 µM), for the others: at the highest dose activity change, negative = growth inhibition, usual class: inhibitors; note: nearly all actives have a fitted effect of over 55% in size
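Chicken DT40 Tdp1-/- cells complemented with human TDP1, 400 cells/well, exposed to compounds plus 20 nM camptothecin for at least 48 h at 37 C; viability read as ATP content by CellTiter-Glo luminescence.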
* hit, by the source's call; u = inconclusive; x = not tested or not shown; & = joins results of further samples. Calls come from the whole dose curve; as a rule, active = well fitted curve in the direction sought with a large enough effect; inconclusive = small, poorly fitted or top-dose-only effect, or another doubt; inactive = no such curve, though single readings can be large; an effect the other way counts as inactive or inconclusive. % is set by controls: 0 for no effect and ±100 for the full control effect; potency is the fitted concentration of half-maximal effect. Only part of the results is shown; the hit share may differ from the screen's.

A first look:
SMILES | FEN1 inh | KAT2A inh | DT40 TDP1 CPT
CCc1ccccc1NC(=S)NCc1ccc2c(c1)OCO2 | 11% | -11% | u
O=C(CN1CCOCC1)N/N=C/c1ccco1 | 7% | -2% | -4%
CCN1/C(=C/c2ccc3cc(C)ccc3[n+]2CC)Sc2cc(C)ccc21 | u | 1% | 0.29µM*

This part in full, repeating the preview:
SMILES | FEN1 inh | KAT2A inh | DT40 TDP1 CPT
CCc1ccccc1NC(=S)NCc1ccc2c(c1)OCO2 | 11% | -11% | u
O=C(CN1CCOCC1)N/N=C/c1ccco1 | 7% | -2% | -4%
CCN1/C(=C/c2ccc3cc(C)ccc3[n+]2CC)Sc2cc(C)ccc21 | u | 1% | 0.29µM*
CCN1C(=O)[C@H]2[C@@H](c3ccc(-c4ccc(OC)cc4)c(OC)c3)N[C@@](Cc3ccccc3)(C(=O)OC)[C@H]2C1=O | -2% | -7% | u
COc1ccc(OC)c(/C=N/NC(=O)c2ccc[n+](CC(=O)c3ccccc3)c2)c1 | -6% | -5% | -16%
C=CCC[C@@H](Cc1ccc(F)cc1)C(=O)O[C@H](CNC(=O)[C@@H](CC=C)CC(=O)N[C@H](CO)Cc1ccccc1)c1ccccc1 | 6% | -3% | -19%
Cc1c(C(=O)NCCc2ccccc2)oc2ccc(S(=O)(=O)N3CCOCC3)cc12 | 8% | 0% | -24%
COC(=O)c1cnn(-c2ccccc2)c1/C=N/NC(=S)Nc1ccc(Cl)cc1 | -7% | 13% | -8%
CN(C(=O)c1cc2c(s1)-c1ccc(Cl)cc1SC2)c1cccc(C(F)(F)F)c1 | 8% | -2% | 15µM*
N#Cc1c(N2CCCC(O)C2)nc(N)c2c(N)nc3c(c12)CC(=O)N3C12CC3CC(CC(C3)C1)C2 (stereo unspecified) | -22% | -16% | 16µM*
COCCOC(=O)C(CC(=O)O)NCc1ccco1 (stereo unspecified) | 0% | -5% | 1%
O=C(COC(=O)c1ccc(S(=O)(=O)N2CCCC2)cc1)NCc1ccc(Cl)cc1 | 0% | u | -16%
CN1CCN(c2ncc3nc(-c4cn(C)c5ccccc45)c(=O)n(C[C@H]4CCCO4)c3n2)CC1 | x | -13% | 21µM*
N#CC(c1ccc(=O)[nH]n1)c1ccc(Cl)cc1Cl (stereo unspecified) | 12% | -5% | 25%
Cc1ccc(-c2nnc(OCC3CCCO3)c3ccccc23)cc1 (stereo unspecified) | -2% | -7% | u
Cc1cc2n(n1)C(c1ccc(N(C)C)cc1)Nc1ccccc1-2 (stereo unspecified) | -6% | -10% | -19%
COc1ccc(-c2cnc3nc[nH]c(=O)c3n2)cc1 | 5% | -13% | -4%
CCOC(=O)c1cc(C(C)C)sc1NC(=O)COC(=O)CCS(=O)(=O)c1ccccc1 | -22% | -9% | 10%
CC(/C=N/N1CCN(c2ccccn2)CC1)=C\c1ccccc1 | 4% | -2% | -5%
Cn1c(=O)c2sccc2n2c(CCCC(=O)NCc3ccccc3)nnc12 | -6% | -7% | -27%
Cc1cccc(N2CCN(S(=O)(=O)c3ccc(-c4cc(C)no4)s3)CC2C)c1 (stereo unspecified) | -12% | -2% | 5%
O=C(Nc1ccc(Oc2ccc(S(=O)(=O)N3CCOCC3)cn2)cc1)c1ccco1 | -2% | -1% | 4%
c1ccc(OCc2nc(-c3ccncc3)no2)cc1 | -3% | -3% | 3%
COc1ccc(OC)c(NC(=O)c2cnc(N3CCCCC3)c3ccccc23)c1 | -6% | -10% | 10µM*
CCOC(=O)c1nc(-c2ccccc2)sc1C(C)=O | -6% | 1% | 13%
Cc1ccc(C(=O)Nc2ccc(NC(=O)c3ccc(C)o3)cc2)o1 | -14% | -3% | 3%
Cc1ccc(S(=O)(=O)N(C)c2ccccc2C(=O)N2CCOCC2)cc1 | 3% | 3% | 0%
COc1cc(OC)cc(C(=O)N[C@H](C(=O)NC23CC4CC(CC(C4)C2)C3)C(C)C)c1 | -5% | 4% | 29µM*
CCN(CC(=O)NC1CCS(=O)(=O)C1)C(=O)C(c1ccccc1)c1ccccc1 (stereo unspecified) | -2% | -13% | 10%
COc1cc(C(=O)Nc2cccc(C)c2C)ccc1OCC(=O)N1CCOCC1 | 0% | -2% | 0%
O=C(NCc1ccco1)c1cc2ccccc2c(=O)o1 | 3% | -18% | -11%
O=C(Nc1cccc(F)c1)N1CCCC2(CCN(S(=O)(=O)c3ccccc3)CC2)C1 | x | -8% | 6%
CCCCN(CCCC)CCNC(=O)c1cn(CC)c2ccc(S(=O)(=O)N3CCc4ccccc4C3)cc2c1=O | -21%&16% | -7%&-5% | 21µM*
COc1ccc(OCC(=O)Nc2ccc(N3CCOCC3)cc2)c([N+](=O)[O-])c1 | -5% | 1% | 1%
Nc1cc2c(cc1[N+](=O)[O-])OCO2 | -31% | -21% | 5%
CC1=NNC(=O)C1CC(=O)N/N=C/c1ccncc1 (stereo unspecified) | 3% | 1% | 1%
Cc1c(Cl)cccc1NC(=S)NCc1ccc(F)cc1 | 2% | -4% | u
COc1ccc(NS(=O)(=O)c2ccc(NS(=O)(=O)c3cccc(C(=O)O)c3)cc2)cc1 | 3% | -1% | -6%
Cc1ccccc1-c1noc(C2CCCCC2)n1 | -5% | -3% | u
COc1ccc(N2CCN(C(=O)c3ccc(Nc4nc5ccccc5n5nnnc45)cc3)CC2)cc1 | -16% | -6% | u

Five entries already listed, ordered by formula weight, high to low:
SMILES | FEN1 inh | KAT2A inh | DT40 TDP1 CPT
COc1ccc(N2CCN(C(=O)c3ccc(Nc4nc5ccccc5n5nnnc45)cc3)CC2)cc1 | -16% | -6% | u
O=C(Nc1ccc(Oc2ccc(S(=O)(=O)N3CCOCC3)cn2)cc1)c1ccco1 | -2% | -1% | 4%
Cc1cccc(N2CCN(S(=O)(=O)c3ccc(-c4cc(C)no4)s3)CC2C)c1 (stereo unspecified) | -12% | -2% | 5%
COc1cc(C(=O)Nc2cccc(C)c2C)ccc1OCC(=O)N1CCOCC1 | 0% | -2% | 0%
Nc1cc2c(cc1[N+](=O)[O-])OCO2 | -31% | -21% | 5%

Later entries:
SMILES | FEN1 inh | KAT2A inh | DT40 TDP1 CPT
COc1ccc(C)cc1NC(=O)CCCN1C(=O)C2CC=CCC2C1=O (stereo unspecified) | -3% | 1% | 19%
CCOC(=O)N1CCN(C(=O)CCCCn2c(=S)[nH]c3ccsc3c2=O)CC1 | 0% | 0% | -13%
N#CC1(NC(=O)Cn2cc(C(F)(F)F)cc(Cl)c2=O)CCCCC1 | 18% | -4% | -2%
CCCn1c(=O)c2ccccc2n2c(SCC(=O)c3cc(C)n(CCOC)c3C)nnc12 | -11% | 4% | -4%
CC(C)n1ncc(C(N)=O)c1N | -1% | 1% | 0%
CCOCCc1nn2c(=O)cc(COC(=O)c3ccccc3NC(=O)CC(C)C)nc2s1 | 15% | 12% | u
N/C(=N\S(=O)(=O)c1cccs1)c1ccccc1Cl | -9% | 4% | -21%
CC(C)(C)c1ccc(CSc2nc(N)cc(=O)[nH]2)cc1 | 5% | 3% | 23µM*
N#Cc1c(N)nc2c(c1-c1cccs1)CCCC2 | -1% | -1% | -9%
OCCn1c(CSc2nnc(-c3ccco3)n2-c2ccccc2)nc2ccc(Cl)cc21 | -15% | -15% | -10%
CC1CCc2nc(NC(=O)c3ccc(S(=O)(=O)N4CCCc5ccccc54)cc3)sc2C1 (stereo unspecified) | 16% | -20% | u
CN(C)c1nc2c(c(=O)n(C)c(=O)n2C)n1CC(=O)c1cccs1 | -1% | x | -8%
CCOC(=O)c1cc2c(ccn2C)n1Cc1cc(C)ccc1C | 4% | 14% | u
O=C(CNC(=O)c1ccccc1)OC(C(=O)c1ccccc1)c1ccccc1 (stereo unspecified) | 13% | -2% | -3%
COc1ccc(S(=O)(=O)c2c(Nc3ccc(C)cc3C)sc(C(=O)c3ccc(F)cc3)c2N)cc1 | -14% | u | u
Cc1cc(NC(=O)CSc2nc(-c3ccccc3)c(C#N)c(=O)[nH]2)no1 | 0% | -10% | -5%
COc1cc(/C=N/NC(=O)CCc2c(C)n[nH]c2C)cc(OC)c1OC | 2% | -4% | u
O=C(Nc1ccc(Cl)c(C(F)(F)F)c1)c1ccncc1 | -5% | 0% | u
O=C(Nc1ccn(CCCNCc2ccccc2)c(=O)n1)OCc1ccccc1 | -12% | x | u
O=S(=O)(Nc1ccncc1Cl)c1cccc(Cl)c1Cl | 4% | -3% | 0%
CCC(=O)N1CCCc2cc(S(=O)(=O)N3CCC(C(=O)Nc4ccccc4CC)CC3)ccc21 | 2% | 1% | 26µM*
O=C(N/N=C/C1CC2CCC1C2)c1ccc2c(c1)OCO2 (stereo unspecified) | -1% | 2% | 3%
CC(NC(=O)CN1CCc2ccccc21)c1ccccc1 (stereo unspecified) | 0% | -1% | -9%
C(=N\c1c(-c2ccccc2)nc2n1CCS2)/c1ccccc1 | -15% | -4% | u
CCc1cccc(C)c1NC(=O)C(NS(=O)(=O)c1ccc2c(c1)CCC(=O)N2)c1ccccc1 (stereo unspecified) | -13% | -8% | -22%
CCN(CC)c1ccc(/C=N/N2CCN(Cc3ccc(Cl)cc3)CC2)c(O)c1 | 17% | 0% | -46%
COc1cccc2[nH]c(C(=O)NN)c(N)c12 | -23% | 1% | u
CCC(C)(C)C1CCC2(CC1)NC(=O)N(CC(=O)NCCOc1ccccc1)C2=O (stereo unspecified) | -13% | -2% | u
CCOC(CNC(=O)CN1C(=O)COc2ccc(S(=O)(=O)N3CCCC3)cc21)OCC | 1% | -1% | -6%
CCn1c(CSc2nnc(-c3ccoc3C)n2C)nc2cc(S(=O)(=O)N(C)C)ccc21 | -7% | -1% | -19%
CCn1cc(C(=O)O)c(=O)c2cnc(N3CCN(C(=S)NC(=O)c4ccc(OC)cc4)CC3)nc21 | -3% | -2% | -8%
O=C(CSc1nnc(CNc2ccc(F)cc2)o1)c1ccccc1 | 8% | -2% | -12%
CCCc1cc(=O)[nH]c(SCc2cc(=O)oc3cc(C)c(C(C)C)cc23)n1 | 1% | -8% | -7%
CCOC(=O)c1c(NC(=O)c2ccc(Cl)cc2)csc1C | 7% | 1% | 4%
C=C(C)COc1ccc(-c2nc(N)nc(C(F)(F)F)c2-c2ccc(OC)cc2)c(O)c1 | -32% | -11% | u
COc1ccccc1NC(=O)C1CCC(CNc2c(N3CCCCC3)c(=O)c2=O)CC1 (stereo unspecified) | -4% | -3% | -2%
O=C(C1COc2ccccc2O1)N1CCN(c2nc3ccc(F)cc3s2)CC1 (stereo unspecified) | -20% | -5% | u
c1ccc([C@H]2CN3C(=N2)Sc2ccccc23)cc1 | 8% | 2% | 18µM*
Cc1ccc(S(=O)Cc2ccc(C(=O)N3CCN(C(=O)c4ccco4)CC3)o2)cc1 (stereo unspecified) | -2% | 2% | -4%
Cc1ccc(COc2ccc(/C=N/NC(=O)CN3CCCCC3)cc2)cc1 | -1% | -4% | 4%

Another view of part of the listing above.
Compound	FEN1 inh	KAT2A inh	DT40 TDP1 CPT
CCOC(=O)c1c(NC(=O)c2ccc(Cl)cc2)csc1C	7%	1%	4%
C=C(C)COc1ccc(-c2nc(N)nc(C(F)(F)F)c2-c2ccc(OC)cc2)c(O)c1	-32%	-11%	u

The results go on.
SMILES | FEN1 inh | KAT2A inh | DT40 TDP1 CPT
CCc1ccc2oc(-c3ccc(C)c(NC(=O)c4ccc(C#N)cc4F)c3)nc2c1 | -4% | 2% | x
CCc1noc(C)c1C(=O)Nc1sc(C(=O)N(C)C)c(C)c1C#N | -1% | x | -10%
O=C(NCCc1csc2nc(-c3cccc(F)c3)nn12)c1ccc(Br)o1 | -17% | 18% | u
Oc1ccccc1/C=N/n1c(-c2cccs2)n[nH]c1=S | -3% | -2% | -9%
COc1ccc(N2C(=O)CN=C2Nc2cccc(C)c2C)cc1OC | -1% | -5% | -12%
CCOc1ccc(CCNC(=O)C2CCCN(S(C)(=O)=O)C2)cc1OCC (stereo unspecified) | -5% | 2% | 1%
Cc1nnc(NC(=O)CSc2nnnn2Cc2ccccc2)s1 | 10% | -18% | -11%
COc1ccc2c(c1)C1NC(=S)NC(C)(O2)C1C(=O)Nc1ccc(Cl)cc1 (stereo unspecified) | 4% | -4% | u
O=C(CSc1nnnn1-c1ccccc1)Nc1ccc(Cl)cc1 | 8% | x | -7%
COC(=O)CC1C(=O)NCCN1C(=O)NC1CCCCC1 (stereo unspecified) | -3% | 2% | -27%
CC1CN(CC(=O)NCc2ccc(Cl)cc2)CC(C)O1 (stereo unspecified) | 1% | -4% | -13%
CCC(=O)N1c2ccccc2CC1C(=O)NCc1cccc(C)c1 (stereo unspecified) | -2% | 8% | -17%
COCCNC(=O)COCc1cc(-c2ccc3c(c2)OCO3)on1 | -5% | -26% | -8%
CN(CC(=O)Nc1ccc(F)cc1)C(=O)c1cccc(NS(=O)(=O)c2ccccc2)c1 | -8% | -2% | -2%
